Pemphigus Ab inh – human desmoglein-3 autoantibody binding inhibition; P32926; DSG3-coupled beads, scFv-anti-DSG3-GFP binding, flow cytometry; hits give low values; binding (percent of control), % at 10 µM; 0.48% of 310,000 active; AID 588358;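 active = binding more than 3 SD below its plate's average and above zero; inconclusive = below that plate limit but binding exactly zero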;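 note: hits lower antibody fragment binding to DSG3; some compounds called inactive have numbers as strong as hits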
Mot1-301 SUMO – inhibitors of SUMOylation pathway: yeast Mot1-301 growth rescue; 1% of 320,000 active; AID 2716; growth rescue, % at 18.8 µM; S. cerevisiae Mot1-301 growth rescue, ATP luminescence, 38.5C; percent above DMSO median, 100 means doubled;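 active = every valid replicate shows activation above 250% relative to neutral control wells; inactive = the rest, any valid replicate at or below 250%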;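 note: OY570 slx delta 5 strain wells were the positive control but not used for scaling; some compounds called inactive have numbers as strong as hits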
NSD2 HMT inh – blocks human histone methyltransferase NSD2; O96028; NSD2 peptide methylation, AlphaScreen, 120 min; inhibition, % at 12.5 µM; 0.54% of 310,000 active; in the data active = inhibition above about 50%
PKA-R2B activ – PKA-R2B complex activation; P22694+P31323; PKA-R2B holoenzyme dissociation, Cy5-IP20 fluorescence polarization; R2B truncated from residue 108, S112A mutant; 0% DMSO only, 100% 113 µM cGMP; activation, % at 11.4 µM; 0.079% of 340,000 active; AID 504700;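 active = activation above a cutoff set at the mean over all compounds plus 3 SD, cut at about 18% in these data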;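 note: higher means more holoenzyme dissociation and a rise in polarization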
Arr AP2 block – human beta-arrestin and AP2 interaction inhibition | FITC-arrestin peptide / GST-AP2 beads, flow cytometry; AP2 beta2 appendage carries R879A mutation | inhibition, % at 10 µM | 0.31% of 340,000 active;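 active = inhibition above a set limit, near 3 SD of compounds lacking own fluorescence, cut at about 54% in these data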;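 note: plate controls were DMSO wells for no effect and 5 µM unlabelled arrestin peptide for full effect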
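System: GST-tagged AP2 beta2-adaptin appendage (R879A) on 4 µm glutathione beads / Reagent: FITC-arrestin peptide, 50 nM / Detection: HyperCyt-sampled flow cytometry, FL1 channel, ex 488/em 535 nm / Timing: 12 min plus 1 h, RT / Buffer or medium: PBS plus Tween 20 (0.05%) and BSA (0.1%)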
MITF act – activators of MITF-driven TRPM1 promoter activity in SK-MEL-5 cells | activation, % at 12.5 µM | SK-MEL-5 TRPM1-promoter luciferase, 24 h; % of positive control, neutral wells = 0 | 0.75% of 300,000 active;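 active = mean activation of at least 80% with every replicate also reaching 80%; inconclusive = mean reaches 80% but some replicate falls short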;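 note: 0% = neutral control wells and 100% = parthenolide positive control wells; values of inactives mirror those of a sister screen read the other way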
dFosB act – mouse delta FosB homodimer activation. P13346. purified delta FosB, TAMRA-CDK5 oligo fluorescence polarization; percent of positive-control signal above neutral wells. activation, % at 25 µM. 0.99% of 340,000 active;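 active = mean activation above about 17%, with every replicate also reaching it, limit read from the data, passing the limit was not always enough; inconclusive = only one of the two conditions met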;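 note: fluorescence polarization rise as delta FosB binds a TAMRA Cdk5 AP-1 oligo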
Target sequence (P13346 whole entry, looked up): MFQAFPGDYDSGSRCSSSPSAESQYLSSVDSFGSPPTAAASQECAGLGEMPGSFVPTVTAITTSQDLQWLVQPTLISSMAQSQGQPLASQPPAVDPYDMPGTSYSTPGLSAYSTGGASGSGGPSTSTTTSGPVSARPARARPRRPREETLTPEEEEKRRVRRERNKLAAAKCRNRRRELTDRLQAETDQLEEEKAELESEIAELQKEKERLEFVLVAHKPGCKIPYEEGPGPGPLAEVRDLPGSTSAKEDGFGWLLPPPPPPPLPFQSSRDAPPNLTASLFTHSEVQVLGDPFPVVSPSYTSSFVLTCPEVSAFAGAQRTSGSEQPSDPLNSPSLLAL
SR-BI uptake up – enhances SR-BI lipid uptake from DiI-HDL; CHO ldlA[mSR-BI] cells, DiI-HDL uptake fluorescence, 3 h; 100 = double the neutral-control signal; AID 504775; 0.096% of 320,000 active; activation, % at 12.5 µM;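 active = mean replicate activation of at least 60% and every replicate at or above 60%; inconclusive = mean or all-replicate condition met, but not both; inactive = mean below 60% and not all replicates reaching 60%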;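 note: 0% = median plate neutral-control signal and 100% = twice that signal; values of inactives mirror those of a sister screen read the other way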
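System: LDL receptor-deficient CHO ldlA cells overexpressing murine SR-BI | Timing: 3 h uptake period with compound, 37 °C | Medium: HEPES-buffered (25 mM, pH 7.4) F12 plus 0.5% BSA | Dosing: Single-point compound dose | Signal: Bottom-read fluorescence, 550/595 nm | Read-out: Retained DiI signal reflecting DiI-HDL uptake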
CDK5 p35 inh – inhibitors of human CDK5/p35 kinase. Q00535+Q15078. Recombinant CDK5/p35, ADP-Glo luminescence, 60 min. inhibition, % at 10 µM. 0.01% of 330,000 active;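 active = highest replicate inhibition of at least 50% and at least 75% of replicates reaching 50%; inconclusive = only one of the two criteria met; inactive = both criteria failed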;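 note: plate controls were DMSO neutral control for no effect and GW8510 at 10 µM for full effect; many of its hits are not listed in these tables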
Target sequence (Q00535 whole entry, looked up): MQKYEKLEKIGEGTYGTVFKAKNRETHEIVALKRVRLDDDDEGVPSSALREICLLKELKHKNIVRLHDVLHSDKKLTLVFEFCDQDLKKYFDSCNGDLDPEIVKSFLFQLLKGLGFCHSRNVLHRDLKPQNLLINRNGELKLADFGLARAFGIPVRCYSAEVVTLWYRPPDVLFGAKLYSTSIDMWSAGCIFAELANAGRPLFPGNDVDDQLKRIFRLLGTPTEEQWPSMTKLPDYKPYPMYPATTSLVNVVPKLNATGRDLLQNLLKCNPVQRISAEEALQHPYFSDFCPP
Target sequence (Q15078 whole entry, looked up): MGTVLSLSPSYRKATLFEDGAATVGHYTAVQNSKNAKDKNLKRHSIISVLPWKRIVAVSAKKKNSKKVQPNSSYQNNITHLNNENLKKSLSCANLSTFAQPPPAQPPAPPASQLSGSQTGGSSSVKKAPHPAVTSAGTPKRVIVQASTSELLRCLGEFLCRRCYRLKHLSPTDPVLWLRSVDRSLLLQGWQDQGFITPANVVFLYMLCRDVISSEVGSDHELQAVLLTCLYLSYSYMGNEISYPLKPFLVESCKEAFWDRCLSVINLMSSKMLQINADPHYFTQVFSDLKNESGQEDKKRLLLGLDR
PKA-R1A act – activators of PKA-R1A complex; AID 504707; 0.083% of 340,000 active; activation, % at 11.4 µM; PKA-R1A dissociation, Cy5-IP20 fluorescence polarization; scaled: DMSO 0%, 113 µM cGMP 100%;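 active = percent activation above the mean of all tested compounds plus 3 SD, cut at about 19% in these data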;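 note: higher means more PKAc released from R1A so a rise in polarization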
SR-BI HDL uptake – blocks mouse SR-BI lipid uptake from DiI-HDL; Q61009; ldlA[mSR-BI] CHO cells, DiI-HDL uptake fluorescence, 3 h; inhibition, % at 12.5 µM; 0.96% of 320,000 active; AID 488896;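 active = mean replicate inhibition of at least 70% and a set share of replicates each scoring 70 or more; inconclusive = meets just one of the two criteria; inactive = fails both criteria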;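 note: 0% = median of neutral control wells and 100% = median of positive control wells; values of inactives mirror those of a sister screen read the other way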
Numbers without * were called inactive; u = inconclusive; x = not tested or not shown.

Pemphigus Ab inh	Mot1-301 SUMO	NSD2 HMT inh	PKA-R2B activ	Arr AP2 block	MITF act	dFosB act	SR-BI uptake up	CDK5 p35 inh	PKA-R1A act	SR-BI HDL uptake	smiles
99	5	-6	16	35	-1	-5	10	0.4	15	-10	COc1ccc(S(=O)(=O)NC2CCCC2)cc1C(N)=O
104	-6	-3	-12	2	33	-1	10	2.0	-3	-10	CC(C)CC(=O)OCc1cn(-c2ccccc2)nn1
x	2	0	-11	4	-1	5	44	0.1	8	-44	Cc1ccc2c(c1)[nH]c1c(=O)n(CCN3CCCCC3)cnc12
106	x	-1	5	-1	-4	-4	6	0.6	-1	-6	COCCN(C(=O)c1ccc2c(c1)S(=O)(=O)N=C1CCCCCN12)c1c(N)n(CC(C)C)c(=O)[nH]c1=O
99	-3	-3	0	3	14	-1	9	-1.2	-9	-9	OC(c1ccc(Cl)cc1)C(O)c1nc2ccccc2[nH]1 (stereo not drawn)
106	18	-1	-3	-2	-13	2	8	2.1	-16	-8	Cn1c(=O)c2c(ncn2CC(=O)N2CCOCC2)n(C)c1=O
97	0	0	-2	-1	-4	-3	-6	-0.1	-10	6	O=C1C2C3CCC(C3NCc3ccccc3)C2C(=O)N1Cc1ccccc1 (stereo not drawn)
x	-11	3	-7	22	23	-11	-21	-0.4	6	21	C/C(=N\NC(=O)c1ccc(O)cc1)c1cccc(NC(=O)c2ccccc2C)c1
106	14	-2	0	3	3	2	12	0.1	-17	-12	Nc1ccc(C(=O)NCC2(c3ccccc3)CCCC2)cc1
94	-31	-3	0	9	4	4	x	0.7	-2	x	CCOC(=O)CNc1nc(Cl)nc(Nc2ccc(C)cc2)n1
95	x	111*	10	4	-32	-8	-45	2.3	0	45	COc1cc(NC(C)CCCNC(C)C)c2ncccc2c1OC (stereo not drawn)
98	-5	22	-8	0	4	-1	-49	1.2	5	49	COc1ccc(C(=O)NCCn2cc(SCC(=O)Nc3nnc(C)s3)c3ccccc32)cc1
111	-9	2	-7	1	1	-2	19	-2.6	0	-19	CCCCN1CC2([N+](=O)[O-])C=CC(=O)C([N+](=O)[O-])(C1)C2CC(=O)c1ccccc1 (stereo not drawn)
97	17	-2	-1	17	-8	4	22	-0.5	-12	-22	CNc1nc(-c2ccccc2)cc(C(F)(F)F)c1C#N
102	8	2	-1	2	-5	-7	14	1.9	6	-14	O=C1CC2(CCN(C(=O)c3ccccc3Br)CC2)Oc2ccccc21
99	2	2	0	0	39	-3	2	-1.7	0	-2	S=C(NCc1ccco1)Nc1ccc2c(c1)OCCO2
100	-13	x	1	6	5	7	12	1.2	11	-12	CCCCN1C(N)=NC[C@@H]1Cc1ccccc1
128	-6	-1	6	59*	8	-1	-9	0.3	5	9	CC(=O)NCC1CCCN(c2nc3nonc3nc2N(C)Cc2ccccc2)C1 (stereo not drawn)
92	x	42	-13	8	-65	-5	23	0.8	1	-23	COC1C=CC=C(C)C(=O)NC2=CC(=O)C(N)=C(CC(C)CC(OC)C(O)C(C)C=C(C)C1OC(N)=O)C2=O (stereo not drawn)
117	-9	11	-8	-7	x	0	-36	2.2	-10	36	Cc1ccc(Nc2nc(-c3cccnc3)nc3ccccc23)cc1

(more compounds)
Pemphigus Ab inh	Mot1-301 SUMO	NSD2 HMT inh	PKA-R2B activ	Arr AP2 block	MITF act	dFosB act	SR-BI uptake up	CDK5 p35 inh	PKA-R1A act	SR-BI HDL uptake	smiles
96	335	-1	-9	9	1	22*	-5	0.9	2	5	Cc1ccc(NC(=O)c2cc(-c3cc(Cl)ccc3O)n[nH]2)cc1C
97	16	-2	-16	3	-2	1	-14	1.4	-11	14	Cc1cc(N2CCOCC2)nc2ccc(NC(=S)NC(C)C)cc12
109	-9	34	-5	-6	-42	15	x	0.7	-14	-28	CN(C)CCCN(C(=O)c1ccc([N+](=O)[O-])o1)c1nc2cc3c(cc2s1)OCO3
x	-5	-1	13	5	0	-4	-5	1.3	3	5	COc1ccc(S(=O)(=O)NCCC(=O)Nc2ccc(C)cc2)cc1
98	x	x	-4	34	-12	4	-4	0.1	-12	4	CN[C@H](C)C(=O)NC[C@H]1O[C@@H](n2cnc3c(N)ncnc32)[C@H](O)[C@@H]1O
93	3	-3	-7	28	x	-1	9	-2.0	12	-9	COc1ccc(Cl)cc1NC(=O)COc1ccc2c(c1)OCO2
94	10	0	-1	-16	-15	-1	24	0.7	-15	-24	O=C(O)CCC(=O)Nc1ccc(Br)cc1C(=O)c1ccccc1
95	52	0	-5	-12	11	4	-3	-1.6	4	3	COC(=O)Cc1ccc(NC(=O)c2ccccc2Br)cc1
130	0	-2	-8	-9	69	-8	-27	-3.6	-5	27	CCOc1ccc(C(=O)N/N=C/c2ccccc2[N+](=O)[O-])cc1
125	12	0	-16	-22	-9	-15	-18	-0.4	-4	18	O=C(NC(=S)Nc1ccc(CN2CCCCC2)cc1)c1cccc(OCc2ccccc2)c1
100	21	3	-5	2	-5	-6	x	2.7	1	x	O=S(=O)(NCc1ccncc1)c1ccccc1
100	5	0	-12	8	-1	0	15	0.0	2	-15	CCOC(=O)c1c(N)n(-c2ccc(N)cc2)c2nc3ccccc3nc12
95	-6	-1	-4	7	-6	-2	-47	3.0	-8	47	CCOC(=O)C1=C(C)N(c2ccc(OC)cc2)C(=O)/C1=C\c1cccs1
99	-7	0	4	4	34	4	-7	0.0	2	7	COc1ccc(C(=O)NC(Cc2ccccc2)c2ccc3c(c2)OCCCO3)cc1 (stereo not drawn)
113	9	0	-4	5	x	-4	1	0.6	-4	-1	CC(=O)Nc1cccc2c1Cc1ccccc1-2
x	-10	-6	-8	29	8	-3	-5	0.6	0	5	COc1ccccc1OCC(=O)N(Cc1nc(-c2ccccc2)no1)C1CCCCC1
100	601*	0	13	4	0	-4	15	1.4	-1	-15	Cc1cc(C)n(C(=O)CNC(=O)c2ccc3c(c2)OCCO3)n1
79	13	-1	-5	-9	-3	-2	10	1.1	-5	-10	CCc1nc2ccccc2c(C(=O)Nc2ccc(F)cc2)c1C
98	0	x	-10	12	-6	-1	14	-1.6	-4	-14	COC(=O)CCCC1=CC2=CC(=O)C(C)(OC(=O)c3cccs3)C(=O)C2=CN1Cc1ccc2c(c1)OCO2 (stereo not drawn)
100	-3	1	-8	2	8	-6	13	-0.6	-6	-13	CC(C)N(C)C1CCN(C(=O)Nc2ccc(Cl)cc2)CC1

2 compounds picked at random from the list so far:
Pemphigus Ab inh	Mot1-301 SUMO	NSD2 HMT inh	PKA-R2B activ	Arr AP2 block	MITF act	dFosB act	SR-BI uptake up	CDK5 p35 inh	PKA-R1A act	SR-BI HDL uptake	smiles
x	-5	-1	13	5	0	-4	-5	1.3	3	5	COc1ccc(S(=O)(=O)NCCC(=O)Nc2ccc(C)cc2)cc1
100	601*	0	13	4	0	-4	15	1.4	-1	-15	Cc1cc(C)n(C(=O)CNC(=O)c2ccc3c(c2)OCCO3)n1

(cont.)
Pemphigus Ab inh	Mot1-301 SUMO	NSD2 HMT inh	PKA-R2B activ	Arr AP2 block	MITF act	dFosB act	SR-BI uptake up	CDK5 p35 inh	PKA-R1A act	SR-BI HDL uptake	smiles
107	3	0	-4	6	x	4	-17	0.6	-6	17	COc1ccc(/C=N/NC(=O)CCC(=O)Nc2ccc(F)cc2)c(OC)c1
98	-10	-4	7	6	-18	-6	21	-4.6	7	-21	CC1=C(C(=O)Nc2ccccc2C)C2(CCCC2)C(C(N)=O)C(=O)N1 (stereo not drawn)
93	x	-3	14	2	19	u	11	0.6	1	-11	COc1ccc2ncccc2c1Cc1c(OC)ccc2ncccc12
104	-9	-2	1	-3	-3	-4	-6	-3.3	-8	6	CCCCN(C(=O)c1ccc(C)o1)c1c(N)n(CCCC)c(=O)[nH]c1=O
100	4	-1	3	8	56	-7	5	0.1	-13	-5	O=C(COC(=O)c1ccccc1Cl)NC1CCCCCC1
96	9	-2	-14	-9	-10	-5	u	0.1	0	-61	Cc1ccc(OCC(=O)N2CC(C)OC(C)C2)c([N+](=O)[O-])n1 (stereo not drawn)
109	0	8	8	2	17	0	19	0.6	-9	-19	COc1ccc(CCN2CCCC(CN(C)Cc3cccc(OC)c3)C2)cc1 (stereo not drawn)
100	8	24	13	6	2	-5	9	0.8	1	-9	Fc1ccc(OCCCn2ccnc2)cc1
117	0	-2	-4	-11	2	-4	3	-8.2	2	-3	COc1ccc(C(=O)N2CCNC(=O)C2CC(=O)Nc2ccc(C)c(C)c2)cc1 (stereo not drawn)
90	120	14	-7	1	7	-8	1	-1.7	6	-1	NNC(=O)c1cccc(S(=O)(=O)Nc2cccc(C(F)(F)F)c2)c1
96	-4	-5	-9	-6	-7	4	6	x	-3	-6	O=C(CCCn1c(=S)[nH]c2cc3c(cc2c1=O)OCO3)NCc1ccccc1Cl
99	9	-7	-5	-6	-12	-2	7	-0.9	-1	-7	O=C(NCCCN1CCc2ccccc2C1)C1CCN(S(=O)(=O)N2CCC3(CC2)OCCO3)CC1
95	-8	1	-5	10	x	-2	23	-1.0	-4	-23	c1ccc2c(c1)CCNC2c1ccncc1 (stereo not drawn)
92	5	-36	-6	-4	9	4	6	-0.7	-2	-6	N/C(=N\OC(=O)COc1ccc(Cl)cc1)c1ccc(Cl)cc1
87	13	1	-4	0	4	-3	20	-2.1	1	-20	O=C(CNc1ccccc1)N/N=C/c1ccc2c(c1)OCO2
x	14	-2	4	-2	-3	4	3	4.6	3	-3	Cc1nnc(SCC(=O)NCC2CCCO2)n1-c1ccccc1 (stereo not drawn)
103	-1	-1	x	34	-2	6	21	1.4	x	-21	CC1=C(C(=O)O)N2C(=O)C(NC(=O)c3nn(C)cc3[N+](=O)[O-])C2SC1 (stereo not drawn)
113	-4	-4	-19	5	17	-2	x	1.6	0	x	Brc1c(-c2ccc3c(c2)OCO3)nc2ncccn12
96	183	-1	-4	-2	0	3	34	2.4	2	-34	CCOC(=O)N1CCC(c2[nH][nH]c(=O)c2C)CC1
87	-8	-1	4	23	-15	3	-20	0.5	1	20	C=CCn1c(=O)[nH]c2cc(C(=O)N3CCN(c4cc(C)ccc4C)CC3)ccc2c1=O
